ALDH1A1 inh: inhibitors of human aldehyde dehydrogenase 1A1 | P00352 | Purified ALDH1A1, NADH fluorescence, propionaldehyde substrate | Potency, µM (titrated, usually from 75.3 µM), for the others: at the highest dose activity, negative = inhibition, actives largely listed as inhibitors | 220,000 tested, 7.3% active; active = well fitted inhibition curve with a large enough effect, not every such curve was filed as active; inconclusive = small, poorly fitted or top-dose-only effect, or another doubt; inactive = no such curve, though single readings can be large or run the other way;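 also: plate controls were no enzyme wells and a reference inhibitor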
JMJD2E inh: inhibitors of human JMJD2E histone demethylase; B2RXH2; JMJD2E catalytic domain, FDH-coupled NADH fluorescence (FDH is formaldehyde dehydrogenase); Potency, µM (highest dose often 57.1 µM), inactives show top-dose activity change, negative = inhibition, hits mostly inhibitors; 230,000 tested, 1.6% active; AID 2147; active = well fitted inhibition curve with a large enough effect, not every such curve was filed as active; inconclusive = small, poorly fitted or top-dose-only effect, or another doubt; inactive = no such curve, though single readings can be large or run the other way;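 also: 0% = wells with enzyme and -100% = buffer wells without enzyme; nearly all actives have a fitted effect of over 50% in size; many of its hits are not listed in these tables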
Target sequence (B2RXH2 1-337 limits assumed): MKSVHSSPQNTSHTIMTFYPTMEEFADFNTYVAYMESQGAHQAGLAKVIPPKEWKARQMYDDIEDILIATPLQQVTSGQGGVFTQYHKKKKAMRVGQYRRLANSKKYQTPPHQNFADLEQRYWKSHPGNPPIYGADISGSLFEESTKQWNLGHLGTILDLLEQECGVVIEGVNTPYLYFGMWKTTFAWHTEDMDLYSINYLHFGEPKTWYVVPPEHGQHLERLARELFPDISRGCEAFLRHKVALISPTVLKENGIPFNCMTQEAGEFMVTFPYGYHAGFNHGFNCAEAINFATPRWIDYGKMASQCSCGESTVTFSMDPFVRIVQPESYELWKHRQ
TRb-SRC2 inh: inhibitors of human thyroid hormone receptor beta-SRC2 interaction | P10828 | 280,000 tested, 0.065% active | TRbeta-SRC2 peptide binding, fluorescence polarization; receptor liganded with 1 µM T3 | Potency, µM (series often up to 106 µM), without a hit: at the highest dose activity change, negative = inhibition, most hits filed as inhibitors;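 also: plate controls were bound peptide for no effect and peptide without receptor for full effect; nearly all actives have a fitted effect of over 50% in size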
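Assay buffer: 20 mM Tris-HCl, 100 mM NaCl, 10% glycerol, 1 mM EDTA, 0.01% NP-40, 1 mM DTT, 1 uM T3, 5% DMSO; TRb LBD 0.6 uM, Texas Red SRC2 20 nM; FP after 5 hr.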
RGS12 GoLoco inh: RGS12 GoLoco-Gai1 interaction inhibition; Gai1:RGS12 GoLoco peptide FP, rhodamine, 10 min; 230,000 tested, 0.44% active; Potency, µM (doses to about 61.6 µM), for inactives: top-dose activity, negative = inhibition, hits mostly inhibitors; active = well fitted inhibition curve with a large enough effect, not every such curve was filed as active; inactive = no such curve, though single readings can be large or run the other way; also: % is scaled to controls: 0 for no effect and ±100 for the full control effect; nearly all actives have a fitted effect of over 30% in size; many of its hits are not listed in these tables
Target sequence (P63096 whole entry, looked up): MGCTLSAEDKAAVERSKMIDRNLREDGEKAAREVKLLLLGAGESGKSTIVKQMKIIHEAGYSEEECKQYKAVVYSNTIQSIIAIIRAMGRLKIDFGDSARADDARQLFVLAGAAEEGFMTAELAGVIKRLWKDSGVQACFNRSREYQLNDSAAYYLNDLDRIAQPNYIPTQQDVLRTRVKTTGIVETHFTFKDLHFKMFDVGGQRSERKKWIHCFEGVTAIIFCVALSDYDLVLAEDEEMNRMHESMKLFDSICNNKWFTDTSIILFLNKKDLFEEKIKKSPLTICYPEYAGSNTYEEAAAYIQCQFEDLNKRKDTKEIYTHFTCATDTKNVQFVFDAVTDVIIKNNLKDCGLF
RECQ1 helicase: inhibitors of human RECQ1 DNA helicase | P46063 | RECQ1 DNA unwinding, red fluorescence kinetic read | Potency, µM (top dose mostly 57.3 µM), for the others: at the top dose activity, negative = inhibition, actives largely listed as inhibitors | 240,000 tested, 0.54% active;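 also: plate controls were vehicle for no effect and no enzyme for full effect; nearly all actives have a fitted effect of over 30% in size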
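RECQ1T1 50 nM; forked duplex (20 bp + 30-nt ss tails) 200 nM, ATP 2 mM final; pH 8.0, 2 mM MgCl2, 2.5 ug/ml poly(dI-dC); 15 min compound preincubation; discontinuous kinetic read over 2 h at RT.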
TR SRC2 fluor cs: Texas Red fluorescence interference in TRb-SRC2 counter-screen; Potency, µM (titrated, usually from 106 µM), without a hit: at the top dose fluorescence change, negative = quenching; 280,000 tested, 0.29% active; TRb/SRC2 Texas Red total fluorescence interference; active = well fitted curve in either direction with a large enough effect; inconclusive = small, poorly fitted or top-dose-only effect; also: % is scaled to controls: 0 for no effect and ±100 for the full control effect
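Flags fluorescent or light-absorbing compounds by total fluorescence, S + 2P, at 555 nm excitation and 632 nm emission. Mixture: 20 nM Texas Red SRC2 peptide, 0.6 uM human TRb LBD, 1 uM T3, 5% DMSO; compound exposure 5 h at ambient temperature.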
LMNA splice mod: modulators of lamin A splicing; HeLa LMNA splicing GFP/RFP minigene ratio, 48 h; Potency, µM (highest dose often 46.1 µM), without a hit: at the top dose ratio change, negative = inhibition, usual class: inhibitors; 200,000 tested, 0.01% active; AID 1487; active = well fitted inhibition curve with a large enough effect in the signal ratio, with a control signal flat, not every such curve was filed as active; inconclusive = small, poorly fitted or top-dose-only effect, or effect the other way, or a change in a side signal; the % refers to the signal ratio; also: % is scaled to controls: 0 for no effect and ±100 for the full control effect
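S3 HeLa stable clones carrying a lamin A-EGFP splicing minigene plus DsRed2 were seeded at 600 cells/well in Opti-MEM with 2% FBS, pin-dosed and incubated 48 h at 37°C. Acumen cytometry (488 nm) gave the GFP/RFP total-intensity ratio.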
SMN2 splice enh: SMN2 splice variant enhancement | HEK293 SMN2-luciferase splicing reporter, luminescence, 30-36 h | Potency, µM (doses to about 46.1 µM), for inactives: at the top dose activity change, positive = activation, hits mostly activators | 210,000 tested, 2.8% active | AID 1458; also: % of control where 0% means no effect; nearly all actives have a fitted effect of over 55% in size
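qHTS luciferase splicing reporter: luminescence rises when SMN2 exon 7 is included in transfected HEK293 cells. Compound exposure lasted 30-36 h at 37C, with 4.5 mM final sodium butyrate as control, followed by a ONE-Glo read.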
An asterisk follows results filed as active; i = inactive; ? = inconclusive; · = not tested or not shown; & = joins results of further samples; [ ] = dose if it differs, or a comment. Unless noted, calls follow the shape of the dose curve; as a rule, active = well fitted curve in the direction sought with a large enough effect; inconclusive = small, poorly fitted or top-dose-only effect, or another doubt; inactive = no such curve, though single readings can be large; an effect the other way counts as inactive or inconclusive. Potency is read from the fitted curve at half-maximal effect. Some of the compounds tested, so the mix of outcomes need not match the whole.

Second line of a record – ALDH1A1 inh, JMJD2E inh, TRb-SRC2 inh, RGS12 GoLoco inh, RECQ1 helicase, TR SRC2 fluor cs, LMNA splice mod, SMN2 splice enh
- CCOC(=O)C1=NN(c2ccc(C)cc2)CC1C(=O)OC (configuration not stated)
  ?, -12%, -6%, 10%, -6%, -7%, -7%, 14%
- Cc1ccc(Cl)cc1NC(=O)COC(=O)Cn1cnc2c1c(=O)n(C)c(=O)n2C
  13%, 1%, -2%, 1%, -2%, -1%, ?, 12%
- CC1(C)CC(=O)C(/C=N/c2ccccn2)=C(O)C1
  14µM*, 6%, 7%, ·, -3%, 0%, -5%, ·
- O=C(CNC(=O)c1ccc(Cl)cc1)OCC(=O)N1CCCC1
  13%, -1%, -5%, 9%, i, 0%, -4%[46 µM], 6%
- CCOCCCNC(=O)C1CCN(C(=O)Nc2ccc(Cl)cc2)CC1
  -6%, -3%, -10%, 5%, i, 2%, -13%, 19%
- O=C(NCCN1CCc2ccccc2C1)C1CCN(S(=O)(=O)N2CCCCC2)CC1
  18µM*, -7%, -11%, -4%, i, 1%, 10%, -6%
- O=C(CCc1nc(-c2ccccc2)no1)NCc1ccco1
  ?, 0%, 6%, 30%, -2%, 2%, ?, 3%
- COc1ccc(N(C(=O)COc2ccc(F)cc2)S(=O)(=O)c2ccc(C)cc2)cc1
  0%, -6%, 0%, -7%, -8%, 2%, -12%, -18%[1.84 µM]
- O=C(O)Cn1c(=S)sc2ccccc21
  -6%, -5%, 12%, 6%, 16%, -2%, ·, -19%
- O=C(NC1CCCCC1)NC1CCN(C(=S)NCc2ccco2)CC1
  1%, -8%, 2%, 11%, i, 0%, 6%, -8%
- O=C(C1=NN[C@@H]2C(=O)N(c3ccccc3C(F)(F)F)C(=O)[C@H]12)c1ccc2ccccc2n1
  8%, -5%, 0%, -3%, -1%, -8%, -15%, 7%
- CCCCC12CN3CCN(CC(C3)/C1=N\NC(=O)Nc1ccccc1)C2
  8%, 7%, -2%, -1%, -5%, -2%, 1%, 7%
- CCOC(=O)N1CCC(NC(=O)CSCc2nc(-c3cccc(OC)c3)oc2C)CC1
  ?, -8%, 7%, 3%, 3%, -1%, ?, -70%[inhibitor]
- Cc1cc(C)n(C(=O)CNc2ccc(C)c(C)c2)n1
  25µM*, 4%, 8%, -5%, 4%, 1%, ?, -25%
- COc1ccc2[nH]cc(CCNc3ncncc3-c3cccc(C#N)c3)c2c1
  -2%, ·, ·, 12%, i, ·, -16%, ·
- O=C(CN(C(=O)CNC(=O)c1ccco1)c1ccc2c(c1)OCCO2)NC1CCCCC1
  2%, 0%, 5%[53 µM], 10%, i, 0%[53 µM], 12%[46 µM], ·
- C=CCc1cccc(/C=N/NC(=O)C(C)Nc2cccc(C)c2)c1O (configuration not stated)
  -1%, 20µM*, 5%, 9%, -3%, 1%, -29%[46 µM], -116%[inhibitor]
- COc1ccccc1NC(=O)c1c(Br)cnn1C
  3%, 5%, -6%, 4%, i, 0%, ·, -3%
- COc1cccc(/C=C/C(=O)c2ccc(NC3=NCCCS3)cc2)c1
  ?, -10%, 9%, 8%, 0%, -3%, ·, -26%
- Cc1ccc(CNS(=O)(=O)/C=C/c2ccc3c(c2)OCO3)cc1
  5%, -24%, -6%, 5%, 1%, -2%, -6%, 16%
- COc1ccc(F)cc1CN1CCN(c2cc(C)nc3c4c(C)cc(C)nc4nn23)CC1
  ?, ?, 4%, 17%, i, -6%, ?, -15%
- CCN(CC)C(=O)COc1ccc2c(c1)C(=O)CC(C)(C)O2
  ?, ?, 5%, -16%, 1%, -4%, -9%[46 µM], -17%
- N#Cc1c(-n2cccc2C=O)sc2c1CCCC2
  32µM*, -2%, 8%, 7%, -1%, 2%, ·, -16%
- Cn1c(=S)n(C)c2ccccc21
  8%, -15%, 4%, 14%, -5%, -1%, ?, 16%
- C=C(C)C1CC=C(C)/C(=N/NC(=O)C2CC2c2ccccc2)C1 (configuration not stated)
  1%, -3%, -2%, 17%, i, -8%, 6%[46 µM], -13%
- Cc1cc(C)c2c(CN3CCN(C)CC3)cc(=O)oc2c1
  6%, -2%, 0%, -6%, -29%, 0%, -7%, ?
- Cc1[nH]n(-c2ccccc2)c(=S)c1C=Nc1cccc([N+](=O)[O-])c1
  5.6µM*, 5.6µM*, 3%, 13µM*, i, 0%, 12%, 1%
- O=C(c1cccc([N+](=O)[O-])c1)N1CCN(c2cccc(Cl)c2)CC1
  -1%, 4%, 2%, 5%, -17%, 0%, ?, ?
- O=c1cc(-c2ccccc2)nc2n1Cc1ccccc1-2
  ?, 0%, -6%, 10%, -7%, -4%, -8%, -24%
- O=C(CSc1ncnc2scc(-c3ccccc3)c12)NCc1ccc2c(c1)OCO2
  ?, ?, 4%, 1%, i, 1%, ?, -18%
- Fc1ccccc1CNCCC(Cc1ccccc1)c1ccc2c(c1)OCO2 (configuration not stated)
  13%, 9%, 4%, -8%, -10%, 1%, 2%, -18%
- Cc1noc(N)c1C(=O)Nc1ccc(C(C)(C)C)cc1
  -4%, 5%, -17%, -3%, -13%, -2%, -6%, ?
- CCOC(=O)C1CCN(C(=O)Cc2c(C(=O)O)[nH]c3ccccc23)CC1
  ?, ?, -3%, 8%, -2%, -2%, 10%, 16%
- COc1ccc(NC(=O)CN(C)CC(=O)Nc2ccc3c(c2)CCC3)cc1
  ?, -9%, 2%, 7%, i, 0%, -6%[46 µM], -8%
- O=C(CCc1nnc(CCc2c[nH]c3ccccc23)o1)NC1CCC1
  ·, -11%, 0%, 5%, -11%, -1%, ·, ·
- N/C(=N\OC(=O)Nc1ccc(Cl)cc1)c1ncc(C(F)(F)F)cc1Cl
  ?, 4%, -10%, -3%, -4%, -1%, 5%, -5%
- CCn1cc(C(=O)NCCc2ccccc2)c(=O)c2cc(S(=O)(=O)N3CCCC3)ccc21
  32µM*, 7%, -8%, 8%, -19%, 3%, ·, -2%
- CC(C)C1NC2(C(=O)c3ccccc3C2=O)C2C(=O)N(c3ccc(F)cc3)C(=O)C12 (configuration not stated)
  1.3µM*, -1%, 7%, -29%, 6%, -2%, 8%, -1%
- O=C(O)Cc1csc(NC(=O)c2ccco2)n1
  ?, -7%, 1%, 7%, -1%, -2%, 6%, 24%
- CC(N1CCOC1=O)S(=O)(=O)c1ccccc1 (configuration not stated)
  -15%, ?, 0%, 3%, -10%, 2%, -6%, -7%
- COc1cccc(C2=NN(C(=O)c3ccco3)C(O)(C(F)(F)F)C2)c1 (configuration not stated)
  ?, 2%, -6%[53 µM], 11%, 17%, -1%[53 µM], ·, ·
- COc1cccc2nc3cc(C)c(C)cc3nc12
  -11%, -4%, 3%, 2%, 7%, -9%, ?, ·
- O=C(CSc1ccc(Cl)cc1)Nc1cccc(-c2nc3ncccc3o2)c1
  -9%, ?, 1%, 11%, -14%, -3%, ?, -19%
- Nc1c(-c2ccc(Cl)cc2)nnn1-c1ccccc1
  -2%, 4%, 12%, 10%, 0%, -9%, 14%, ·
- O=C(CNC(=S)NC(=O)c1ccc(F)cc1)c1ccccc1
  ?, -5%, -3%, 0%, i, 2%, ?, 28%
- COC(=O)CC1C(=O)NCCN1C(=O)c1ccc(S(=O)(=O)N2CCOCC2)cc1 (configuration not stated)
  -1%, -3%, 1%, 8%, i, -1%, ·, -3%
- COc1ccc(/C=N/NC(=O)c2ccc(N(C)S(=O)(=O)c3ccccc3)cc2)c(OC)c1
  ?, ?, -1%, 82%, -1%, -1%, ·, -10%
- COc1cccc(CNc2ccc(C(=O)O)cc2)c1OCc1ccccc1
  4%, 10%, 0%, 1%, i, -2%, ·, ·
- CCOC(=O)c1ccc(-n2c(CN3CCC(O)CC3)nc3ccc([N+](=O)[O-])cc3c2=O)cc1
  ?, -17%, -5%, -17%, -7%, -1%, ·, 14%
- Cc1cccc(NC(=O)CSc2nnc(CN3CCOCC3)n2C)c1C
  7%, -1%, -1%, 3%, i, -2%, 24%[46 µM], -5%
- CC1(C)C2CCC1(CS(=O)(=O)NC1CCCC1)C(=O)C2 (configuration not stated)
  1%, 5%, 3%, -10%, i, 4%, ?, 13%
- COc1ccc(Nc2c(-c3ccco3)nc3cccc(C)n23)cc1
  ?, ?, 0%&-2%, 2%, -11%, -4%&5%, ·, -25%&-6%
- Cc1ccc(C(=O)CSc2ccccn2)cc1
  ?, ?, 2%, 7%, -9%, 0%, 9%, ?
- CC(=O)Nc1ccc(C(=O)Nc2nc(-c3ccccn3)cs2)cc1
  ?, ?, -10%, 47%[activator], 5%, -8%, -20%[46 µM], 11%
- CS(=O)(=O)NCCNc1cc(Cl)ccc1[N+](=O)[O-]
  -1%, 8%, 0%, -4%, -2%, -1%, 1%[46 µM], -10%
- O=C(Cc1ccc(Cl)cc1)Nc1ccc(N2CCN(C(=O)c3ccco3)CC2)cc1
  2%, 0%, 11%, 9%, -5%, 0%, -14%, -5%
- Oc1ccc(N=Nc2ccc3c(c2)OCCO3)c2ncccc12
  9%, -24%, 4%, 8%, 11%, -7%, ·, ·
- Cc1nnc(SCCCn2c(N3CCN(c4ccccc4)CC3)nc3c2c(=O)[nH]c(=O)n3C)s1
  -1%, 7%, 0%, 6%, -8%, -3%, 3%, 13%
- Nc1cc(N)nc(SCC(=O)NNC(=O)c2ccc(Cl)cc2)n1
  ?, -3%, -2%, 3%, -6%, -2%, 10%, 9%
- C/C(=N\NC(=O)c1nc2ccccn2c1C)c1cccc([N+](=O)[O-])c1
  -1%, 2%, -1%, 4%, i, -4%, ·, -6%
- O=C1c2cccc(OCC(=O)N3CCCc4ccccc43)c2CCN1Cc1cccnc1
  -6%, 8%, 2%, -8%, -9%, -1%, 12%[9.22 µM], -59%[inhibitor]
- CCNC(=S)N1CCCCC1CO (configuration not stated)
  3%, -10%, 0%, 6%, i, -1%, ·, 2%
